Screening data (PubChem BioAssay)
MazF activator: increases E. coli MazEF RNase cleavage of RNA | AID 504720 | FAM/BHQ RNA-DNA oligo cleavage fluorescence, 5 h | P0AE70 | activation, % at 20 µM | 0.32% of 350,000 active; in the data active means activation above about 50%
Target sequence (P0AE70 whole entry, looked up): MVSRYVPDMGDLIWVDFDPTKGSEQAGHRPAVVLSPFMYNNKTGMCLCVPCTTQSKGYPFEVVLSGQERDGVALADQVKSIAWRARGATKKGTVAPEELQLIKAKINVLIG
VHR inh abs: inhibitors of human VHR1 phosphatase (DUSP3); P51452; recombinant VHR phosphatase, pNPP absorbance; inhibition, % at 13.3 µM; 0.52% of 290,000 active; in the data active means inhibition above about 50%; further: some compounds called inactive have numbers as strong as hits
Target sequence (P51452 whole entry, looked up): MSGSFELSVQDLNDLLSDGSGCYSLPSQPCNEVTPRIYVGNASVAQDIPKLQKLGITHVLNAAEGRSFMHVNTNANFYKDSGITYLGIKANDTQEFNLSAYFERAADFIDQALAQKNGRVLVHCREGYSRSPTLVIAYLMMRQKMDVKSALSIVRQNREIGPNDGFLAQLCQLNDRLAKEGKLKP
Rv3671c inh: inhibitors of M. tuberculosis serine protease Rv3671c; P9WHR9; inhibition, % at 5.96 µM; 0.048% of 320,000 active; AID 2606; in the data active means inhibition above about 38%;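 further: extracellular domain of Rv3671c used as enzyme; 0% = enzyme with DMSO and 100% = no enzyme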
Target sequence (P9WHR9 whole entry, looked up, the tested form may be a part): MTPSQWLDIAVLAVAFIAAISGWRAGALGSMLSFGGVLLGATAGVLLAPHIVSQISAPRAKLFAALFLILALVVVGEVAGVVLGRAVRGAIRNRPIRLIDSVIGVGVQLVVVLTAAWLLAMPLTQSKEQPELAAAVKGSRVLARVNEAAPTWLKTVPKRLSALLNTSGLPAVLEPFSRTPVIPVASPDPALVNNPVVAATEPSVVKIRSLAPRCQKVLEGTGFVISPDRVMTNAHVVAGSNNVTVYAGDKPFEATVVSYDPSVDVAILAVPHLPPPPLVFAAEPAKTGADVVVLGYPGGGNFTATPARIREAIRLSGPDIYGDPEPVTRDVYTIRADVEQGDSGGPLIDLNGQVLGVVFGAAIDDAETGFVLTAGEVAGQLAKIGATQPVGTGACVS
3CLpro inhibitor: SARS-CoV 3CLpro protease inhibition | P0C6X7 | recombinant SARS-CoV 3CLpro, quenched FRET peptide cleavage | inhibition, % at 6 µM | 0.14% of 290,000 active; in the data active means inhibition above about 12%
Mtb FBA inh: inhibitors of M. tuberculosis fructose-bisphosphate aldolase | P9WQA3 | purified M. tuberculosis FBA, fluorescence read-out | inhibition, % at 1 µM | 2.3% of 360,000 active; in the data active means inhibition above about 27%;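 further: 0% = vehicle and 100% = reference inhibitor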
Target sequence (P9WQA3 whole entry, looked up): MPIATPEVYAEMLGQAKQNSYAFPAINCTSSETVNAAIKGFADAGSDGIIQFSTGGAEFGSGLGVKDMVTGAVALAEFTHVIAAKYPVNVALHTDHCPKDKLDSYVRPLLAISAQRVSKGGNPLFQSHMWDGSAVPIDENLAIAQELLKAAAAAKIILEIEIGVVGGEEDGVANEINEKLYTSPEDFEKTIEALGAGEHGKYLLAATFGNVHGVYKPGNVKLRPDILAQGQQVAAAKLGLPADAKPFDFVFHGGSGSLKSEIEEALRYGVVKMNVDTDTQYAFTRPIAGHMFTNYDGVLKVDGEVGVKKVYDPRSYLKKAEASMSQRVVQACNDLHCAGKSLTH
Mtb BioA inh: blocks M. tuberculosis BioA enzyme activity. purified M. tuberculosis BioA enzyme, plate reader. inhibition, % at 9.99 µM. 0.096% of 360,000 active; in the data active means inhibition above about 40%
BH1578 lux ind: quorum light induction in luxS cqsA deficient V. cholerae; 0.16% of 350,000 active; AID 588436; activation, % at 18.7 µM; V. cholerae BH1578 lux reporter, luminescence, 6 h; in the data active means activation mostly above about 9.7%, no sharp cut-off; further: not every result past the cut was called active; inactives centre near 0; reference of the scale not given here
Mtb UGM inh: Mtb UDP-galactopyranose mutase inhibition | P9WIQ1 | purified UGM, fluorescence polarization probe displacement | inhibition, % at 10 µM | 0.06% of 320,000 active | AID 504406; in the data active means inhibition above about 10%, passing the limit was not always enough
GDH-TPI counter: GDH-TPI coupled enzyme inhibition counter-screen | GDH-TPI coupled enzyme counterscreen, NADH absorbance | inhibition, % at 4.8 µM | 1.2% of 360,000 active | AID 588335; in the data active means inhibition above about 30%;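 further: 0% = DMSO wells and 100% = wells lacking the enzyme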
SSB-PriA inh: inhibitors of Klebsiella pneumoniae PriA binding to SSB C-terminal tail. AlphaScreen SSBct-PriA binding, biotinylated peptide. 0.6% of 430,000 active. inhibition, % at 33 µM; in the data active means inhibition mostly above about 37%, no sharp cut-off; inactive means mostly below about 20%;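 further: plate controls were negative control peptide for no effect and reference peptide for full effect; strong numbers were not always called active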
An asterisk follows results filed as active; i = inactive; nt = no result given; + = active, no number; & = joins results of further samples.

item	Compound	VHR inh abs	SSB-PriA inh	Mtb UGM inh	GDH-TPI counter	Mtb BioA inh	BH1578 lux ind	MazF activator	Mtb FBA inh	Rv3671c inh	3CLpro inhibitor
1	CC(C(=O)Nc1ccccc1)N(c1cccc(Cl)c1)S(C)(=O)=O (configuration not stated)	21.6	-19.8	1.8	3.5	0.5	-0.2	-5.6	1.1	13.9	8.6
2	Cc1csc(CCc2nc(C)cs2)n1	25.6	-9.5	0.2	0.9	0.4	i	7.7	0.6	3.7	-6.5
3	CCOc1cc2c(cc1OCC)C(c1ccc(C(=O)O)cc1)NCC2 (configuration not stated)	-22.4	6.9	-0.1	16.7	-2.9	i	4.7	2.0	-1.2	0.8
4	CC1(C)CC(=O)c2cnc(NC(=O)C3CCCC3)nc2C1	25.3	-2.5	-1.2	-4.7	1.5	i	0.9	-0.1	6.0	3.3
5	CNc1cncc(-c2ccc(OCCCN(C)C)nc2)n1	nt	nt	nt	13.7	-1.8	i	nt	+	nt	nt
6	O=C1NCC(O)=C1C=Nc1ccccc1O	12.0	-16.4	-0.5	26.0	-0.9	-3.7	-24.2	-5.9	10.4	-1.2
7	O=C(Nc1ccc(NC(=S)NC(=O)c2cccs2)cc1)c1ccccc1	-2.7	-0.7	0.0	24.0	0.2	i	17.6	1.6	-15.2	-4.1
8	O=C(Nc1ccc2c(c1)OCCO2)c1ccc(Br)o1	24.6	-11.3	1.5	8.4	-1.2	i	3.3	-2.0	1.5	-1.1
9	COc1ccc(C2=NS(=O)(=O)N(C)C(C(=O)NCc3ccccn3)=C2)cc1OC	29.1	-8.7	2.0	13.9	-5.2	-0.2	5.6	6.0	3.0	-2.8
10	CC1C(c2ccccc2)N(C)C(c2ccccc2)CC1(O)c1ccccc1 (configuration not stated)	6.2	-2.0	-2.1	0.0	-1.9	i	-4.1	-0.1	-5.8	-0.9
11	O=C(O)Cn1cc(/C=N/NC(=O)c2cc3cc(Br)ccc3o2)c2ccccc21	-1.3	i	4.0	48.1*	nt	-0.6	7.6	0.9	7.8	2.1
12	O=C(CN1C(=O)NC2(CCOc3ccccc32)C1=O)c1ccc(Br)cc1 (configuration not stated)	-0.2	-5.6	4.0	11.3	0.2	-0.8	0.6	-0.6	-4.9	1.4
13	COc1cc(SC)ccc1C(=O)Nc1nc(C)cc(C)n1	12.7	-3.8	0.6	19.8	3.1	0.2	4.4	5.5	-2.4	-0.2
14	CCCCN(c1ccccc1)c1ncnc2nc[nH]c12	-9.7	0.8	1.3	-17.8	1.4	-0.2	7.0	-3.0	-0.2	4.9
15	O=C(CNC(=O)c1ccc(Br)cc1)c1ccc(Br)cc1	25.2	9.7	1.0	0.0	0.2	-0.3	9.9	-0.2	-12.1	-2.1
16	CC(=O)Nc1ccc(S(=O)(=O)N2CCc3ccccc3C2CC(=O)O)cc1 (configuration not stated)	29.8	-13.6	-0.4	-5.3	-1.5	-1.3	10.9	-0.6	7.0	-1.0
17	CCCCOC(=O)C[N+](C)(C)CCOC1CC2CCC1(C)C2(C)C (configuration not stated)	4.0	-12.9	0.5	1.9	2.2	-6.7	17.1	0.2	-4.2	3.7
18	Cc1cccc(OC(C)C(=O)Nc2cc(Cl)ccc2-n2cncn2)c1 (configuration not stated)	nt	-19.7	1.5	-4.0	0.0	i	-0.3	-1.1	-7.2	nt
19	CCN(CC)C(=O)C1CCCN(C(=O)Nc2ccc(NC(=O)N3CCCC(C(=O)N(CC)CC)C3)cc2)C1 (configuration not stated)	-32.1	14.5	2.9	1.6	-0.5	0.9	12.3	2.5	-5.4	-1.8
20	CCN(CC)S(=O)(=O)c1cccc(C(=O)N/N=C/c2cccc(O)c2O)c1	-0.8	nt	-2.0	19.2	nt	i	5.1	-2.6	8.1	-1.2
21	COc1cc(NC(=O)CSc2nnc(-c3ccncc3)o2)cc(OC)c1OC	-1.6	-3.0	-1.9	1.0	-1.1	0.7	-6.9	5.1	-2.4	-0.1
22	CCOc1ccc2nc(NC(=O)CSc3nc4cccnc4n3C)sc2c1	31.1	-8.1	0.6	-4.5	-0.5	i	2.2	0.4	-7.2	5.3
23	NNS(=O)(=O)c1ccc2c(c1)Cc1cc(S(=O)(=O)NN)ccc1-2	44.8	-6.4	1.5	2.1	1.6	-0.5	154.2*	-0.5	-29.2	-0.2
24	O=C(Cc1csc(-c2ccccc2)n1)NCc1cccs1	-16.4	-0.8	-0.2	-3.8	-1.5	i	-1.4	-1.8	10.1	-1.4
25	CSc1ccc(Cl)c(C(=O)Nc2ccc(Cl)cn2)c1	14.7	-10.8	-1.6	3.1	-2.0	2.8	4.9	-1.6	-0.6	2.5
26	Cc1cc(C(=O)NNC(=O)c2ccc(C)s2)c(C)o1	nt	-4.4	-0.2	-0.7	-0.9	1.7	1.9	2.2	2.1	nt
27	c1ccc(NC2=NCCCS2)cc1	64.4	4.3&-16.0&-7.0	-1.3	-10.0	-2.5	0.1	0.3	0.6	nt	-0.1
28	CCN(CC)C(=O)COc1ccc(S(=O)(=O)N2CCCC2)cc1	-3.8	-5.3	1.2	-2.5	-1.8	0.2	6.0	-3.1	3.3	-5.0
29	CCCC(=O)Nc1c2c(nn1-c1ccccc1)CSC2	2.8	-9.9	-1.2	-12.9	-0.2	1.2	10.7	4.2	-1.0	-1.5
30	O=C(c1ccco1)N1CCN(C(=O)c2ccc(-c3ccccc3Cl)o2)CC1	nt	14.8	-2.4	-4.2	2.6	i	-2.4	0.7	-43.1	nt
31	Cc1ccc(C(C[N+](=O)[O-])c2c(N)n(C)c(=O)n(C)c2=O)cc1 (configuration not stated)	8.7	-2.0	-1.4	7.3	nt	-1.2	8.5	5.5	8.8	-4.4
32	Cc1c(Br)c(C(F)(F)F)nn1CC(=O)NCCCn1ccnc1	22.5	-3.5	0.2	0.3	nt	i	1.0	-2.5	9.0	-4.4
33	CN(CC(=O)NCc1ccco1)S(=O)(=O)c1ccc2c(c1)c(=O)n(C)c(=O)n2C	-8.8	-11.2	-3.3	1.4	-2.0	-0.4	-4.0	2.5	6.6	-0.4
34	CC(=O)Nc1ccc(NC(=O)c2ccco2)cc1	15.9	-1.7	-1.8	-1.3	0.3	i	5.0	-1.5	4.0	-8.5
35	C=CCc1ccccc1OCCOc1ccc([N+](=O)[O-])cc1/C=N/NC(N)=O	-1.8	nt	-0.7	10.9	nt	-1.0	4.8	-2.7	-9.7	5.3
36	COc1ccccc1/C=C(/C(=O)OCC(=O)Nc1cc(C)ccc1C)c1ccccc1	7.6	nt	-2.8	8.6	-2.7	1.6	nt	-0.8	-14.2	5.2
37	O=C1CCC/C(=N\NC(=O)c2ccc(CSc3cccc4cccnc34)cc2)C1	16.9	nt	-2.1	-2.6	nt	-0.9	15.3	20.1	-4.0	1.1
38	COc1ccc(N2CC(C)Cn3c2nc2c3c(=O)n(Cc3ccc(F)cc3)c(=O)n2C)c(OC)c1 (configuration not stated)	25.0	10.1	-0.8	8.5	-2.0	i	7.0	0.7	3.6	-1.2
39	Cc1ccc(C(=O)NCCc2ccccc2)cc1	27.9	-0.1	-0.6	1.4	6.5	i	3.7	0.7	1.1	-0.3
40	COc1cccc(CNCCSc2nnnn2C)c1	10.2	3.7	4.6	9.2	-1.1	-1.0	2.3	-1.5	-3.3	-3.3
41	COc1ccc(CNC(=O)c2sc(=O)n(Cc3ccc(-c4ccccc4)cc3)c2C)cc1OC	nt	nt	nt	3.4	-1.4	0.5	nt	6.4	nt	nt
42	Oc1ccccc1C=NCCCCCCN=Cc1ccccc1O	17.0	-12.9	-1.3	-1.4	4.6	-0.4	15.2	0.6	-4.0	-2.6
43	O=C(O)c1ccc(Cl)c(S(=O)(=O)N(Cc2ccccc2)c2ccccc2Cl)c1	7.2	-3.7	-4.0	8.0	3.6	-0.1	-5.3	-1.3	-3.8	4.3
44	COc1ccc(S(=O)(=O)NCC(=O)N(CC(=O)NCC2CCCO2)c2cc(C)ccc2C)cc1 (configuration not stated)	-19.1	-19.3	0.2	6.7	-2.5	-0.6	0.0	1.7	-8.4	0.2
45	COc1cc(C(=O)N(C)C2CCCCC2)cc(OC)c1OC	nt	nt	nt	16.9	-4.3	i	2.6	5.0	nt	nt
46	COc1ccccc1N1CCN(CC(=O)Nc2sccc2C#N)CC1	12.7	-1.7	-5.2	-5.6	nt	-0.3	-0.5	0.5	3.3	2.8
47	S=c1[nH]nc(-c2ccccn2)n1/N=C/c1cccc(Cl)c1	24.3	nt	2.1	-4.1	nt	i	0.1	1.5	1.3	1.1
48	Cc1cccnc1NC(=O)c1ccc(S(=O)(=O)N2CCC(C)CC2)cc1	nt	-2.7	2.4	11.2	-2.2	i	-10.9	3.8	8.1	nt
49	O=C(c1ccc(Br)o1)N1CCc2ccccc21	25.1	nt	-0.1	nt	nt	nt	nt	nt	5.3	-2.0
50	Cc1cc(C(=O)CCC(=O)Nc2ccc(S(N)(=O)=O)cc2)c(C)s1	nt	0.8	-0.5	-6.7	-0.2	i	-2.7	-3.0	-7.3	nt

Continuation:
item	Compound	VHR inh abs	SSB-PriA inh	Mtb UGM inh	GDH-TPI counter	Mtb BioA inh	BH1578 lux ind	MazF activator	Mtb FBA inh	Rv3671c inh	3CLpro inhibitor
51	CC(C)N(C(C)C)S(=O)(=O)c1ccc(Cl)nc1	15.4	-11.8	-2.5	1.9	nt	i	-0.1	1.4	-5.1	4.0
52	CCCOc1ccc(CCC(=O)N/N=C/c2ccncc2)cc1	5.0	i	2.6	-1.3	nt	-0.7	8.6	2.1	-3.3	-1.4
53	O=C(Nc1nc(=O)n(C(=O)C2CC2)s1)c1ccccc1	7.2	-5.0	0.8	11.7	0.4	-6.7	2.8	2.2	-1.0	-2.3
54	O=C(c1ccc2c(=O)n(-c3ccccc3)c(=O)[nH]c2c1)N1CCCCC1	3.5	-19.0	0.0	6.4	0.9	i	0.1	5.1	-5.6	0.4
55	NCc1ccccc1COc1ccccc1	-8.0	-8.3	1.0	11.6	-0.7	i	0.6	-1.8	-8.0	4.6
56	O=C(CN1CCN(Cc2ccccc2Cl)CC1)N/N=C/C=C\c1ccccc1[N+](=O)[O-]	11.9	nt	0.0	16.8	nt	-0.3	0.4	2.4	6.4	-0.3
57	CSc1ccc(C(=O)C2CCCN(C(=O)CCCn3cncn3)C2)cc1 (configuration not stated)	21.2	-14.5	-1.2	6.4	nt	-1.1	4.3	-1.9	-3.8	-1.6
58	Cn1c(SCC(=O)Nc2cccc(F)c2)nnc1-c1cccnc1	34.0	-4.9	0.2	-1.0	20.9	-0.2	5.5	3.6	7.1	4.9
59	Cc1cccc(OCCNc2cc(N3CCOCC3)ccc2[N+](=O)[O-])c1	2.9	8.2	0.7	2.5	-1.3	-0.3	-4.1	0.3	-14.6	-4.8
60	Cc1ccc(-c2nn3c(=O)c(C)nnc3s2)cc1	13.2	6.7	2.5	13.3	0.3	0.0	1.1	0.0	-5.1	-5.5
61	Cc1ccc(S(=O)(=O)NCC(=O)N(CC(=O)NCC2CCCO2)c2ccc(Cl)cc2)cc1 (configuration not stated)	-35.9	-8.9	-2.8	11.9	-0.6	-0.9	1.8	3.2	0.8	-1.1
62	COCCNC(=O)CCn1c(=O)oc2ccccc21	12.8	-6.2	-6.0	-4.4	0.2	3.2	8.2	-3.8	-1.5	0.8
63	CC(=O)N(Cc1nc2sc(C)c(C)c2c(=O)[nH]1)C1CCCC1	10.3	-7.0	-0.2	0.0	nt	i	1.6	1.3	0.7	0.9
64	O=C(N/N=C/c1ccco1)c1cccc(N2Cc3ccccc3C2)c1	-1.6	nt	-2.0	5.5	1.0	-0.3	-4.0	0.1	-12.8	4.7

Two compounds from above, reduced to VHR inh abs, Mtb BioA inh and GDH-TPI counter.
| # | smiles | VHR inh abs | Mtb BioA inh | GDH-TPI counter |
| --- | --- | --- | --- | --- |
| 61 | Cc1ccc(S(=O)(=O)NCC(=O)N(CC(=O)NCC2CCCO2)c2ccc(Cl)cc2)cc1 (configuration not stated) | -35.9 | -0.6 | 11.9 |
| 62 | COCCNC(=O)CCn1c(=O)oc2ccccc21 | 12.8 | 0.2 | -4.4 |

Not all compounds are listed; the hit share may differ from the screen's.
